Bioassay records as filed in PubChem BioAssay.
PfGluPho inh: PfG6PD (Plasmodium falciparum) enzyme inhibition; 0.78% of 350,000 active; PfGluPho enzyme, NADPH resazurin-diaphorase fluorescence; inhibition, % at 20 µM; AID 504690;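 active = inhibition reaching at least a set limit at 20 µM in the primary screen, cut at about 59% in these data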;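 note: 0% = DMSO wells with substrate and 100% = DMSO wells lacking glucose-6-phosphate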
SENP8 block-1: blocks the human protease SENP8. 1.2% of 330,000 active. AID 2540. purified SENP8, Z-RLRGG-aminoluciferin cleavage, luminescence. Q96LD8. inhibition, % at 10 µM; in the data active = inhibition above about 50%
Target sequence (Q96LD8 whole entry, looked up): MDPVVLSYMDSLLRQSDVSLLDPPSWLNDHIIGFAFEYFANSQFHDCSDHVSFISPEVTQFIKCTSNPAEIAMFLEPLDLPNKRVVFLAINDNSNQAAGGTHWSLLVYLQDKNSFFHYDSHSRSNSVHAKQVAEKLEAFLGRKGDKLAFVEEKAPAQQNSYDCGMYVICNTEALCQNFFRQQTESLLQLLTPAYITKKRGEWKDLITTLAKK
NLRP3 yeast inh: blocks the NALP3 inflammasome reconstituted in yeast; Yeast reconstituted NLRP3/ASC/caspase-1, beta-gal luminescence, 24 h; inhibition, % at 10 µM; 0.39% of 330,000 active; AID 2825;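 active = inhibition of 50% or more; inactive = inhibition below 50%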;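 note: plate controls were induced DMSO wells for no effect and uninduced yeast grown without galactose for full effect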
HKDC1 inh: blocks human hexokinase HKDC1 activity | inhibition, % at 20 µM | Q2TB90 | 0.16% of 340,000 active | recombinant HKDC1, G6PDH/diaphorase resazurin coupled fluorescence;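 active = inhibition above about 35% when tested at 20 µM, limit read from the data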;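 note: plate controls were DMSO wells with enzyme for no effect and DMSO wells lacking enzyme for full effect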
Target sequence (Q2TB90 whole entry, looked up): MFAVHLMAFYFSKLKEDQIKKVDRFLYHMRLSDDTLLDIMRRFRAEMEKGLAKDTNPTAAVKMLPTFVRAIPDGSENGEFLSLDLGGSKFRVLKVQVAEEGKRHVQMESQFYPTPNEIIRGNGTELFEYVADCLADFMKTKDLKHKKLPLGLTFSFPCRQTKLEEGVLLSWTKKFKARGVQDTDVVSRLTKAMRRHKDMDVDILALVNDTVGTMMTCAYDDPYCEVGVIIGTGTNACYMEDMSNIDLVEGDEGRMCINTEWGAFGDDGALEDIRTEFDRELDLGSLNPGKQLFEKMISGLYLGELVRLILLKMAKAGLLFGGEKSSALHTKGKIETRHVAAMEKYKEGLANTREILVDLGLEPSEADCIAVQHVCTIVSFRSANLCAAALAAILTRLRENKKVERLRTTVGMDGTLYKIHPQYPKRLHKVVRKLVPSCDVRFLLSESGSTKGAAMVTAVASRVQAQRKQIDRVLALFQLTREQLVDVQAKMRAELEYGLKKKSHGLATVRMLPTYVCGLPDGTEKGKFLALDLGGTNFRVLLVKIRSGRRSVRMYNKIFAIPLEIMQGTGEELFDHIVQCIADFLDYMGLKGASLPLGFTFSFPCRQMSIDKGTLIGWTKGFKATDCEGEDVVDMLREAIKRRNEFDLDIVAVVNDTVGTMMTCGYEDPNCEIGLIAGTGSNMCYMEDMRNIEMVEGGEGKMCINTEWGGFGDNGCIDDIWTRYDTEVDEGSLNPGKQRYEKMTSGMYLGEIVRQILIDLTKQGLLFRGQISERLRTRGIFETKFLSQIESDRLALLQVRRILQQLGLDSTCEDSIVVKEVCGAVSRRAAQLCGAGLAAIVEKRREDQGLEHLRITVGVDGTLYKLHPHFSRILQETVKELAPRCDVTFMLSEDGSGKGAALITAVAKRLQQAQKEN
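Test system: HK5 enzyme. Quantity: 5 µg/mL HK5 final. Reagent: glucose and ATP substrates. Schedule: 90 min reaction incubation at room temperature, dark. Technique: resazurin-to-resorufin fluorescence via G6PDH and diaphorase coupling, 525/613 nm. Control set: DMSO wells with and without enzyme mix.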
SENP6 inh: inhibitors of human SENP6 protease; inhibition, % at 10 µM; 1.8% of 330,000 active; Recombinant SENP6 catalytic domain, aminoluciferin luminescence;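 active = inhibition above about 50% at the single tested dose, limit read from the data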;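 note: plate controls were DMSO wells with enzyme for no effect and DMSO wells lacking enzyme for full effect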
SENP7 inh: blocks the human protease SENP7; 1.5% of 330,000 active; AID 434973; Q9BQF6; recombinant SENP7, Z-RLRGG-aminoluciferin luminescence, 40 min; inhibition, % at 5 µM;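 active = inhibition above about 50% at the single test dose, limit read from the data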;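 note: plate controls were DMSO with enzyme for no effect and no enzyme buffer wells for full effect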
SENP8 block-2: inhibitors of human SENP8 protease. Q96LD8. recombinant SENP8, Nedd8 substrate fluorescence. inhibition, % at 20 µM. AID 602440. 0.64% of 360,000 active; in the data active = inhibition mostly above about 40%, no sharp cut-off; inactive = mostly below about 27%
SENP1 inh: blocks the human SENP1 SUMO protease catalytic domain; 0.21% of 360,000 active; recombinant SENP1 catalytic domain, CyPet-SUMO1-YPet FRET cleavage; Q9P0U3; inhibition, % at 10 µM;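 active = inhibition at least 30% at 10 µM, raw YFP signal under a set limit, fluorescence ratio 0.5 to 1.5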;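 note: 0% = enzyme with DMSO and 100% = no enzyme wells; some results filed as inactive read as strong as hits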
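system = hSENP1 catalytic domain, recombinant | reagent = SFCypet-SUMO1-SFYpet substrate at 25 nM | doses = one dose per compound, 10 µM, 0.5% DMSO | incubation = enzyme reaction for 50 min at room temperature, dark | measured by = FRET, CFP and YFP emission | controls = no-enzyme low, enzyme-DMSO high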
Apaf1 inhib: blocks human Apaf-1 apoptosome activity; O14727; reconstituted apoptosome caspase-3 activity, DEVD-Rh110 fluorescence; inhibition, % at 20 µM; 0.71% of 330,000 active; active = inhibition of at least 40% at 20 µM;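 note: plate controls were DMSO wells for no effect and DEVD-CHO caspase inhibitor wells for full effect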
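System – cell-free apoptosome with Apaf-1, procaspase-3 and caspase-9 · Buffer or medium – pH 7.5 Hepes buffer with CHAPS, BSA, DTT · Also added – cytochrome c with DEVD-Rh110 · Times – 30 min compound preincubation, 50 min activation, room temperature · Technique – Rh110 fluorescence intensity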
Active calls of the source: *; · = not tested or not shown.

SMILES | PfGluPho inh | SENP8 block-1 | NLRP3 yeast inh | HKDC1 inh | SENP6 inh | SENP7 inh | SENP8 block-2 | SENP1 inh | Apaf1 inhib
COC(=O)c1cc(OC)c(OC)cc1NC(=O)C(C)Sc1ccc(C)cc1 (stereo not given) | 2 | 2 | 9 | 11 | -33 | 0 | -26 | 1 | 7
Cc1ccccc1C(=O)Nc1ccccc1-c1nnn(CC(=O)Nc2ccc3c(c2)OCCO3)n1 | -8 | 3 | 19 | 11 | 1 | 4 | 3 | 2 | 25
COc1cc2[nH]c(=O)n(CCCCCC(=O)N3CC=C(c4ccccc4)CC3)c(=O)c2cc1OC | -8 | 4 | 16 | -4 | 0 | 13 | -36 | 1 | 37
CCC1(CC)N=C(c2ccccc2)C(=S)N1 | -5 | 0 | -5 | -10 | 9 | 0 | 9 | 4 | 2
COc1cccc(NC(=O)CNc2cc(S(=O)(=O)N3CCOCC3)ccc2N2CCCC2)c1 | 7 | 3 | 4 | 0 | -7 | 8 | -32 | 2 | 19
NC(=O)c1nc[nH]c1C(=O)Nc1cccc(C(F)(F)F)c1 | 10 | -13 | 8 | 3 | 8 | 1 | 14 | 1 | 3
CCC1C(=O)Nc2ccccc2N1C(=O)COc1ccccc1 (stereo not given) | 12 | 4 | 4 | 1 | -16 | 2 | 6 | -2 | 1
CN(Cc1ccccc1)CC(O)COc1ccc(CNCc2nccn2C)cc1 (stereo not given) | -14 | 2 | 10 | -9 | 5 | -3 | 16 | -2 | 2
O=C(O)C(F)(F)S(=O)(=O)O | -8 | 0 | 5 | -2 | -10 | 9 | 7 | 2 | 3
Cc1cccc(OCC(=O)NCCNC(=O)c2ccccn2)c1 | -4 | 7 | -7 | -3 | -4 | 5 | 10 | 0 | -2
COc1ccc(OCC(O)CNS(=O)(=O)c2ccc(C)cc2)cc1 (stereo not given) | 3 | 7 | 10 | -3 | -15 | 0 | 8 | 2 | -10
CCOC(=O)C1=CN(Cc2ccco2)S(=O)(=O)N(C)C1CC (stereo not given) | -3 | · | · | 19 | · | 8 | 4 | 0 | 6
COc1cccc(CNC(=O)CCc2nc3cc(S(=O)(=O)N4CCOCC4)ccc3n2C)c1 | -13 | 6 | 5 | 1 | -6 | 7 | -2 | 0 | -2
CCOC(=O)C1CCCN(Cc2cccs2)C1 (stereo not given) | -20 | 5 | 16 | -8 | 5 | 1 | 14 | -3 | -15
CCCc1nnc(SCC(=O)N2CCCCC2C)n1CC1CCCO1 (stereo not given) | 6 | · | · | -2 | · | · | 13 | 0 | ·

Three of the entries above in order of their number in NLRP3 yeast inh, largest number first.
mol	PfGluPho inh	NLRP3 yeast inh	HKDC1 inh	SENP6 inh	SENP7 inh	SENP1 inh
COc1ccc(OCC(O)CNS(=O)(=O)c2ccc(C)cc2)cc1 (stereo not given)	3	10	-3	-15	0	2
COc1cccc(CNC(=O)CCc2nc3cc(S(=O)(=O)N4CCOCC4)ccc3n2C)c1	-13	5	1	-6	7	0
COc1cccc(NC(=O)CNc2cc(S(=O)(=O)N3CCOCC3)ccc2N2CCCC2)c1	7	4	0	-7	8	2

Continued:
SMILES | PfGluPho inh | SENP8 block-1 | NLRP3 yeast inh | HKDC1 inh | SENP6 inh | SENP7 inh | SENP8 block-2 | SENP1 inh | Apaf1 inhib
Cc1ccc(NC(=O)C2CCN(C(=O)c3ccc(F)cc3)CC2)nc1 | -5 | 0 | -3 | -10 | 2 | -4 | 0 | 2 | -1
Cc1ccc(CSC2=NCCN2S(=O)(=O)c2ccccc2)cc1 | 21 | -13 | 26 | 7 | -10 | 0 | 16 | 4 | 10
COc1ccccc1/C=C\C(=O)NCC(=O)N/N=C/c1cccc(OC)c1O | -12 | -1 | 0 | -6 | -9 | -5 | -108 | -2 | 4
O=S(=O)(c1ccc(OCc2ccc(Br)cc2)cc1)N1CCOCC1 | -4 | -12 | 0 | -6 | -8 | -11 | 10 | -3 | -6
CC(C)Cc1ccc(S(=O)(=O)Nc2cccnc2)cc1 | -16 | -3 | 14 | 4 | 9 | -5 | 23 | 2 | 10
Cc1ccc(C)c(Cn2c(CO)nc3ccccc32)c1 | 17 | -8 | 2 | -8 | -13 | 17 | 20 | 1 | -1
Cc1ccc(C)n1NC(=O)c1ccc(Cl)cc1Cl | -12 | 0 | -9 | 4 | 21 | 15 | 27 | 1 | 35
Cc1nc2c(c(C)nn2-c2ccccc2)c(C)c1CCC(=O)Nc1ccc(CN2CCCC2)cc1 | -6 | 0 | 10 | 7 | 6 | 12 | -274 | -3 | -2
Cc1ccc(S(=O)(=O)NCC(=O)OCC(=O)N(C)C2CCS(=O)(=O)C2)cc1 (stereo not given) | 5 | -5 | 0 | -5 | -6 | -2 | 10 | 0 | 6
O=C(Nc1ccnn1C1CCN(CCCC2CCCC2)CC1)c1ccccc1Cl | -2 | -4 | 13 | -5 | -29 | 0 | 6 | 0 | -8
O=C(NCCC1=CCCCC1)C(c1ccccc1)c1ccccc1 | -9 | 5 | 4 | -4 | 3 | -2 | 20 | 1 | 9
Cn1nnc(-c2ccc(OCc3ccccc3F)cc2)n1 | -8 | 91* | 33 | -2 | 97* | 98* | 8 | 2 | 8
COc1ccc(S(=O)(=O)N(CCc2ccccc2)CC(=O)NCCCO)cc1 | -11 | -9 | 12 | -1 | 8 | -9 | 6 | 2 | -11
COc1ccc(OCC#CCNC(C)(C)C)cc1 | 14 | -2 | 5 | 0 | -4 | 9 | 11 | 0 | -2
O=C(Oc1ccc2c(=O)c(Oc3ccc4ccccc4c3)coc2c1)c1cccnc1 | -23 | -5 | 18 | 5 | 2 | -2 | -193 | -5 | -5
Cc1nnc(Sc2cc(NCCCO)c([N+](=O)[O-])c3nonc23)s1 | 77* | · | · | 22 | · | · | 75* | -9 | ·
Cc1cccc(OCCn2c(=O)sc3ccccc32)c1 | -7 | 17 | -2 | 6 | 41 | 26 | 15 | 1 | 7
CCOc1ccc(S(=O)(=O)N2CCC(C(=O)N3CCN(c4ccccc4)CC3)CC2)cc1 | -23 | -19 | 20 | 0 | -16 | -11 | 1 | 0 | 12
Cc1cc(C(=O)OCC(=O)NC(C)c2ccccc2)c(C)o1 (stereo not given) | -3 | 4 | 14 | -2 | 12 | 0 | 6 | -3 | -7
COc1ccc(C(=O)N2CCN(c3ncnc4c(-c5ccccc5)nsc34)CC2)cc1 | 3 | · | · | -1 | · | · | -79 | 2 | ·
NS(=O)(=O)c1cc(C(=O)O)cc(N2CCCC2)c1Oc1ccccc1 | 15 | 0 | 17 | -5 | 5 | 3 | -385 | -1 | -5
COc1ccccc1NS(=O)(=O)c1cccc(N2CC(O)=C(c3ccccc3)C2=N)c1 | -16 | -4 | 7 | -11 | -2 | 3 | 0 | 0 | 0
CCOc1ccc(-c2cn(-c3ccccc3OC)c(=S)[nH]2)cc1 | 14 | 3 | 18 | 6 | 8 | 5 | -3 | -12 | 16
COc1ccc(C2C(Oc3ccccc3)C(=O)N2c2cc(C)ccc2C)cc1OC (stereo not given) | 29 | -9 | 18 | 6 | -12 | -9 | 15 | 1 | 29
Cc1ccc(-n2nc3c(c2NC(=O)c2ccco2)CS(=O)(=O)C3)c(C)c1 | -6 | -5 | 11 | -5 | -6 | 1 | 7 | -3 | -6
CCCc1cc(=O)oc2cc(OCc3ccc(C(=O)O)o3)ccc12 | -23 | 1 | 11 | 1 | -4 | 2 | -174 | -1 | 2
CCOC(=O)C1CCN(C(=O)c2cc(S(=O)(=O)N3CCCCC3)ccc2C)CC1 | -8 | 1 | -6 | 7 | -3 | 0 | 11 | 2 | 13
Cc1cccc(C(C)C)c1NC(=O)c1ccc(COc2ccc3c(C)cc(=O)oc3c2)cc1 | 7 | -10 | -8 | -5 | -12 | -3 | -271 | -5 | -3
O=C(NNC(=S)NC(=O)c1ccc(F)cc1)c1cccnc1 | -8 | 1 | 30 | -3 | -6 | 1 | -1 | 2 | 5
Cc1ccccc1CN1CCN(Cc2cc(=O)c3ccccc3[nH]2)CC1CCO (stereo not given) | -8 | -8 | 12 | -5 | -11 | 10 | -1 | -6 | -5

Three compounds picked at random from the list so far:
SMILES | PfGluPho inh | SENP8 block-1 | NLRP3 yeast inh | HKDC1 inh | SENP6 inh | SENP7 inh | SENP8 block-2 | SENP1 inh | Apaf1 inhib
COc1cccc(CNC(=O)CCc2nc3cc(S(=O)(=O)N4CCOCC4)ccc3n2C)c1 | -13 | 6 | 5 | 1 | -6 | 7 | -2 | 0 | -2
Cc1ccc(NC(=O)C2CCN(C(=O)c3ccc(F)cc3)CC2)nc1 | -5 | 0 | -3 | -10 | 2 | -4 | 0 | 2 | -1
COc1ccc(S(=O)(=O)N(CCc2ccccc2)CC(=O)NCCCO)cc1 | -11 | -9 | 12 | -1 | 8 | -9 | 6 | 2 | -11

(listing goes on)
SMILES | PfGluPho inh | SENP8 block-1 | NLRP3 yeast inh | HKDC1 inh | SENP6 inh | SENP7 inh | SENP8 block-2 | SENP1 inh | Apaf1 inhib
COc1ccc(S(=O)(=O)N2CCC(C(=O)N[C@@H](C)C(=O)NCc3ccc(F)cc3)CC2)cc1 | 1 | 3 | -2 | -2 | -20 | 4 | 10 | 3 | 6
COc1ccc(S(=O)(=O)N(CC(=O)N2CCOCC2)Cc2ccccc2)cc1 | 1 | 0 | 12 | -6 | -2 | 3 | 1 | -1 | -11
COc1cc(C2CC(=O)Oc3c(C(CCN4CCOCC4)c4ccc(N(C)C)cc4)c(OC)cc(OC)c32)cc(OC)c1OC (stereo not given) | 14 | -11 | 17 | -2 | -4 | 0 | 18 | -2 | 9
CC(=O)c1sc(NC(=O)C2CC(=O)N(Cc3ccccc3)C2)nc1-c1ccccc1 (stereo not given) | -20 | -36 | 9 | -2 | -35 | 6 | 0 | 3 | 15
COc1ccccc1N1CCN(CCN2C(=O)CC3(CCCC3)CC2=O)CC1 | -15 | 3 | 24 | -2 | 9 | 6 | 0 | 1 | -10
COc1cc(OC)cc(-c2sc3ccc(OC)cc3c2-c2ccc(O)cc2)c1 | -9 | -1 | 11 | -1 | 2 | -3 | -82 | 0 | 12
C=CCNC(=O)c1snnc1-c1ccccc1 | -6 | 0 | 5 | -6 | -5 | 2 | 23 | 1 | -6
Nn1c(COc2ccc(Cl)cc2)nc2ccccc2c1=O | -1 | 0 | 20 | -5 | 19 | 10 | 9 | 3 | 2
O=C(CNC(=O)c1ccccc1Br)Nc1cccc(S(=O)(=O)Nc2ccccc2Cl)c1 | 2 | · | · | -2 | · | · | 1 | 1 | ·
Cc1nn(CC(=O)NCc2ccccc2)c(C)c1[N+](=O)[O-] | -4 | -4 | -3 | -6 | -11 | 6 | 15 | 1 | -6
CC1CCN(S(=O)(=O)c2ccc(S(=O)(=O)N3CCC4(CC3)OCCO4)cc2)CC1 | 19 | 3 | -10 | -10 | 19 | 1 | 3 | 0 | 1
CCOC(=O)C1=C(c2ccccc2)N(C)C(=O)NC1c1ccc(O)c(OC)c1 (stereo not given) | -1 | 5 | 9 | -1 | -5 | 4 | 5 | 3 | 6
CCCCOc1ccc(-c2nc(=S)[nH][nH]2)cc1 | 3 | -11 | 21 | 2 | -11 | 0 | 9 | 2 | 12
O=C(CSc1nc2ccsc2c(=O)n1CC1CCC(C(=O)O)CC1)c1ccc(Cl)cc1 (stereo not given) | -17 | 1 | 11 | 0 | 10 | -2 | 1 | 4 | 4
COc1ccc(C(C(=O)NC2CCCCC2)N(Cc2cccnc2)C(=O)c2snc(C(N)=O)c2N)cc1 (stereo not given) | -6 | -4 | 16 | 7 | -7 | -1 | -295 | -6 | 2
